# Screening data deposited in PubChem BioAssay by several laboratories.
# CHOP inhibitor – inhibitors of CHOP promoter induction, primary screen, cell-based, unfolded protein response, luciferase reporter; CHO-K1 CHOP-promoter luciferase, tunicamycin-induced, 15-18 h; inhibition, % at 10 µM; hit rate 3.8% among 220,000; AID 2732, 2010;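 active = compounds that reduced the stress-induced luciferase reporter signal by more than about 70% of percent inhibition, limit read from the data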;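 note: 0% = tunicamycin plus vehicle and 100% = wells without tunicamycin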
# TRPN1 ag – zebrafish TRPN1 channel agonists, primary screen, cell-based, HEK293, calcium fluorescence | hit rate 0.18% among 220,000 | HEK293 zebrafish TRPN1-YFP, Fluo-8 calcium fluorescence; 100% = response to 87 µM carbachol | AID 1424, 2008 | activation, % at 3 µM | transient receptor potential cation channel N1 (TRPN1/NompC), Danio rerio;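 active = activation above its plate's cutoff, the mean activation of test wells on that plate plus 3 SD, cut at about 19% in these data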;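 note: 0% = DMSO alone and 100% = 87 µM carbachol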
#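 Assay system: Zebrafish TRPN1-YFP in HEK293 cells | Incubation: Dye loading 1 h at 37 °C, then 30 min room temperature | Measured by: Kinetic Fluo-8 fluorescence, ex 470-495, em 515-575 nm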
# NPY-Y1 antag – NPY-Y1 receptor antagonists, primary screen, cell-based. Neuropeptide Y receptor type 1 (Homo sapiens), P25929. HEK293-CNG Y1 cells, membrane potential fluorescence; NPY at EC95, then isoproterenol. inhibition, % at 3.6 µM. hit rate 1% among 200,000;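 active = inhibition above the campaign mean inhibition of all tested compounds plus 3 SD, cut at about 20% in these data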;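 note: 0% = DMSO wells given NPY plus isoproterenol and 100% = isoproterenol alone without NPY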
#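 Test system – HEK293 Y1/CNG channel cell line · Also added – NPY agonist 25 nM, then isoproterenol 1 µM plus Ro 20-1724 25 µM · Compound dosing – one concentration, 3.6 µM, in 0.4% DMSO · Schedule – compound incubation 1 h at room temperature, readout 45 min post-stimulation · Technique – fluorescence, membrane potential probe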
# NPY1 pot ag – NPY-Y1 receptor potentiators or agonists, primary screen, cell-based. Neuropeptide Y receptor type 1 (Homo sapiens), P25929. NPY-Y1 expressing cells, potentiator/agonist activation. activation, % at 3.6 µM. hit rate 0.37% among 220,000. AID 1304, 2008; in the data active = activation above about 33%, passing the limit was not always enough;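 note: cells stimulated with NPY at EC10 then isoproterenol at EC100; 0% = low agonist plus stimulus and 100% = saturating agonist plus stimulus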
# EP2 mod – EP2 receptor modulators, cAMP readout, primary screen, cell-based, HTRF cAMP, PGE2 stimulation. Prostaglandin E2 receptor EP2 subtype (Homo sapiens), P43116. EP2-expressing cells, cAMP HTRF FRET, PGE2 co-stimulation. induction, % at 25 µM. hit rate 0.83% among 260,000. AID 940, 2007;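 active = compounds whose cAMP rise, as percent of the full-agonist control response, exceeds 60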;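 note: rat C6 glioma line stably carrying human EP2 under a CMV promoter; the protocol text gives 20 µM as final concentration; 100% = response of wells given 1 µM PGE2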
# NPY-Y2 PAM-ag – NPY-Y2 potentiators or agonists, primary screen, cell-based; Neuropeptide Y receptor type 2 (Homo sapiens), P49146; cells expressing NPY-Y2, potentiator/agonist read-out; activation, % at 3.6 µM; hit rate 0.45% among 220,000; in the data active = activation above about 27%;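 note: cells stimulated with NPY near EC25 plus isoproterenol at EC100; 0% = vehicle plus submaximal agonist and 100% = vehicle plus saturating agonist; some results beyond the cut were filed as inactive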
# Target sequence (P49146 whole entry, looked up): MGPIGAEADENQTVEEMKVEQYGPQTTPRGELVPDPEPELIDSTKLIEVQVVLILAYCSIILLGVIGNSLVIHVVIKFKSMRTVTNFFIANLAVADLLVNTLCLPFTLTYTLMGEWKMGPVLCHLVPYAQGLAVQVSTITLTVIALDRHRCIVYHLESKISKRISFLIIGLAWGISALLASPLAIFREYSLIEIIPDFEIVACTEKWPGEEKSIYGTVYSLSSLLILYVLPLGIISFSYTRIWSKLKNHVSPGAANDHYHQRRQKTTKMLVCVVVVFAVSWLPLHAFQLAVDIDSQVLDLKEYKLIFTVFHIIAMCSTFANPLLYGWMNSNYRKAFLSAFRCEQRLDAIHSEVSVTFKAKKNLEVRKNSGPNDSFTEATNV
# S1P4 agonist – S1P4 receptor agonists, primary screen, cell-based; S1P4-expressing cell line, agonist reporter assay; Sphingosine 1-phosphate receptor 4 (Homo sapiens), O95977; activation, % at 4.98 µM; hit rate 0.35% among 220,000; in the data active = activation above about 11%;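 note: 0% = DMSO vehicle and 100% = reference agonist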
# TRPML3 agonist – human TRPML3 channel agonists, primary screen, cell-based, HEK293 TRPML3-YFP, Fluo-8 calcium fluorescence, 3 µM | AID 1448, 2008 | hit rate 0.29% among 220,000 | Mucolipin-3 (Homo sapiens), Q8TDD5 | 100% = the carbachol control signal | activation, % at 3 µM;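 active = activation above its plate's cutoff, the mean activation of the plate's test wells plus 3 SD, cut at about 12% in these data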;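 note: 0% = DMSO only wells and 100% = carbachol wells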
# Target sequence (Q8TDD5 whole entry, looked up): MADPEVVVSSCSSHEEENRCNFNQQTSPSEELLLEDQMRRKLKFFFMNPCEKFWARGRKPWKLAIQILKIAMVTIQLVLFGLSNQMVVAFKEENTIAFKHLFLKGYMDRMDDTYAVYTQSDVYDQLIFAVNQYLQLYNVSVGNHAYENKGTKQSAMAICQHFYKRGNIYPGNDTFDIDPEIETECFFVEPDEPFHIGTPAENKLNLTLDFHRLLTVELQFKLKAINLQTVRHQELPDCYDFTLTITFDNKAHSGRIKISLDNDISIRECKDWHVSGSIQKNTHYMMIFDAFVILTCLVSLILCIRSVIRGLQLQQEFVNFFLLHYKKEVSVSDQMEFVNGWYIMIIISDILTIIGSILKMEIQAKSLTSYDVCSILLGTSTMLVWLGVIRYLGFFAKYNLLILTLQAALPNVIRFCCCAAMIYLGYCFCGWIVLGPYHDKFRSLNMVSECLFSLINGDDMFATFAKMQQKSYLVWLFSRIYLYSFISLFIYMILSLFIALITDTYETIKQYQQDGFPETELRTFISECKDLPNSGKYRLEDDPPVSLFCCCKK
#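 Material: TRPML3-YFP stable HEK293 cells | Dosing: One concentration, 3 µM nominal, 0.3% DMSO | Timing: 125 s total fluorescence read per well | Technique: Fluo-8 calcium dye fluorescence, ex 470-495, em 515-575 nm | Measure: Percent activation from peak-to-basal fluorescence ratio, scaled between DMSO and carbachol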
# S1P4 antagonist – S1P4 receptor antagonists, primary screen, cell-based; Sphingosine 1-phosphate receptor 4 (Homo sapiens), O95977; S1P4-expressing cells, antagonist mode, reporter read-out; inhibition, % at 4.98 µM; hit rate 0.26% among 220,000; AID 1510, 2009; in the data active = inhibition above about 29%;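 note: 0% = wells stimulated with agonist and 100% = vehicle wells without agonist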
# * marks the source's active call; other numbers are inactive results; · = not tested or not shown; & = joins results of further samples.
SMILES,CHOP inhibitor,TRPN1 ag,NPY-Y1 antag,NPY1 pot ag,EP2 mod,NPY-Y2 PAM-ag,S1P4 agonist,TRPML3 agonist,S1P4 antagonist
O=C1CC(c2ccc(S(=O)(=O)NCCOc3ccccc3)cc2)CN1 (stereo not given),3,-1.5,-2,8,-21,9,2.5,0.1,-11
Cc1ccc2nc(SCC(=O)c3c[nH]c4ccccc34)[nH]c2c1,-3,-0.6,6,0,-40,-4,0.7,0.7,-12
Cc1nnc(SCCC#N)n(CCC#N)c1=O,-21,0.9,-4,-10,-6,8,0.4,-0.3,0
COc1ccccc1-c1nnc(SCC(=O)Nc2ccc(S(N)(=O)=O)cc2)n1C,7,0.8,3,-7,21,-5,-0.7,1.2,7
Cc1ccc(C(=O)Nc2cccc(-c3nc4ncccc4o3)c2)cc1,21,3.1,·,-16,-6,-11,1.6,1.4,1
CC(=O)Nc1ncc2c(n1)CC(c1ccco1)CC2=O (stereo not given),1,2.7,-6,-7,13,1,-1.1,1.3,2
O=C(CCCc1c[nH]c2ccccc12)NCc1cccs1,21,-1.0,1,-7,-52,10,1.2,-0.2,-8
COCCNC(=O)CSc1nc2cc(OC)c(OC)cc2c(=O)n1CCC1=CCCCC1,36,0.0,0,2,3,-8,0.9,0.4,-3
CCOc1ccc(Cc2n[nH]c(=S)n2Cc2ccccc2)cc1,27,-2.2,0,-3,66*,10,0.0,-0.5,-21
CCOC(=O)N1CCN(C(=O)COc2ccc(Cl)c(C)c2)CC1,7,0.2,6,9,-8,5,0.5,1.0,-19
Cc1nnsc1C(=O)N1CCN(c2ccc(C#N)cn2)CC1,-25,2.2,·,-8,1,-2,-1.3,1.3,4
CN(C)c1ccc(C=C2C(=O)OC3(CCCC3)OC2=O)cc1,20,2.7,6,12,-4&-77,8,-0.7,2.4,-16
CCOC(=O)c1csc(NC(=O)COc2ccc(Cl)cc2Cl)n1,71*,1.1,7,-5,-34,-9,-0.3,2.2,-1
Cc1nn(C)c(Oc2cccc(Cl)c2)c1C(=O)Nc1ccc(F)cc1,6,-2.0,8,-14,-19,-9,-4.1,-1.0,3
CS(=O)(=O)c1ccc(C(=O)NCC2(N3CCCCC3)CCCCC2)cc1,-19,2.0,0,-10,7,8,0.8,0.5,-9
CCNC(=O)CSc1nc2ccccc2c(=O)n1-c1cccc(OC)c1,3,-0.6,3,3,26,9,0.2,0.6,-5
CN1CCc2[nH]c3ccc(C(=O)NN)cc3c2C1,9,-0.1,6,8,1,5,1.5,0.6,-8
Cc1cccc(NC(=S)NC2CC3CCC(C2)N3Cc2ccco2)c1 (stereo not given),-11,-1.4,4,2,-27,-19,-0.3,0.3,-4
COC(=O)CN1C(=O)C(O)(CC(=O)c2ccccc2)c2ccccc21 (stereo not given),1,0.2,-2,-5,-4,-1,-0.7,1.1,-18
C=CCO/N=C(/C)c1ccc(Oc2cnccn2)cc1,20,-0.4,0,-2,-2,0,-1.2,-0.4,-1
COc1cc(OC)cc(C(=O)N2CCN=C2SCc2cccnc2)c1,42,0.5,-2,18,28,13,-0.8,0.3,0
CCCN1CCN(C(=O)c2ccc(Sc3ccc(C)cc3)c(NC(C)=O)c2)CC1,8,1.9,0,-19,-27,-22,0.2,0.7,-6
CNC(=O)COC(=O)c1ccc([N+](=O)[O-])cc1Cl,-18,-0.2,-3,5,1,-12,0.5,0.5,12
O=C(c1cccc(C(F)(F)F)c1)N1CCc2c([nH]c3ccccc23)C1C(F)(F)F (stereo not given),8,-1.4,·,13,-47,6,1.0,0.5,10
COc1ccc(-c2noc(C(=O)NCc3ccccc3Cl)n2)cc1OC,24,-2.0,25*,-10,-50,-6,-0.5,-0.4,0
SMILES,CHOP inhibitor,TRPN1 ag,NPY-Y1 antag,NPY1 pot ag,EP2 mod,NPY-Y2 PAM-ag,S1P4 agonist,TRPML3 agonist,S1P4 antagonist
O=C(NNC(=O)c1sccc1-n1cccc1)c1ccc(Cl)cc1,24,-0.5,5,-36,-2,-12,-1.8,0.3,4
COc1ccc(C(=O)c2ccc(OC)cc2O)c(O)c1,58,-1.6,0,7,21,11,0.7,-0.7,-9
O=C1C=C(c2ccccc2)C[C@H](c2cccs2)[C@H]1n1cnc([N+](=O)[O-])c1,-4,-0.4,3,-13,42,-14,4.1,0.1,-22
CC(NC(=O)c1cc(Br)ccc1Br)c1ccccc1 (stereo not given),-9,-4.0,3,13,-11,6,1.0,-1.3,-9
COc1ccccc1N1CCN(C(CNC(=O)c2ccc3c(c2)OCO3)c2cccnc2)CC1 (stereo not given),-8,-0.2,5,-4,24,0,3.3,0.3,-14
O=C(Nc1cccc(Cl)c1)Nc1cc(S(=O)(=O)N2CCCCC2)ccc1Cl,87*,0.0,0,20,-11,20,-2.0,0.2,-18
Cc1ccc(S(=O)(=O)NNC(=O)c2cc3cc4ccccc4nc3s2)cc1,25,-2.9,6,-1,-52,-12,-0.8,-0.8,6
CCOC(=O)C1(C)Oc2ccc(S(=O)(=O)CC)cc2NC1=O (stereo not given),1,3.3,0,-1,23,-8,1.2,0.9,-26
CN(C(=O)COC(=O)c1cc(S(=O)(=O)N2CCCCC2)ccc1N1CCOCC1)C1CCS(=O)(=O)C1 (stereo not given),-11,1.6,·,14,22,-1,0.7,0.5,-18
O=C(COc1cccc2ccccc12)NCc1cccnc1,13,1.7,3,-14,-35,-8,1.2,1.1,-9
CCN(CC)CCOC(=O)c1ccccc1Br,14,1.9,0,14,-5,8,-0.4,0.6,6
CC1(C)Cc2c(sc3c2C2=NCCN2C=N3)CO1,·,-0.3,4,-13,·,5,0.1,0.3,-7
COc1ccc(CNC(=O)CCn2c(=O)oc3ccccc32)cc1,0,0.5,6,-22,6,-7,1.4,0.6,-14
CC(C)c1ccccc1OCCNC(=S)NC(=O)c1cccnc1,33,-0.5,10,-9,45,-9,-0.7,-1.1,-4
CCC1CCCCN1Cc1ccc(OC)c(C)c1 (stereo not given),-5,-0.2,12,5,-3,-5,-0.2,1.2,-6
O=C(NCCc1c[nH]c2ccccc12)C1Cc2ccccc2CN1C(=O)c1ccco1 (stereo not given),2,0.4,5,-1,-9,-6,0.9,-0.9,5
COc1ccc(Br)cc1/C(C)=N/NC1=NCCN1,11,4.3,-1,6,-13,10,-1.3,1.5,-13
O=C(O)c1ccc(NC(=S)NC2CCCCC2)cc1,7,5.6,5,-1,19,22,-0.1,0.9,-29
CCCc1cc(=O)[nH]c(SCc2ccc(Cl)cc2)n1,-18,-0.7,5,-26,48,-5,1.6,-0.3,-5
CCOC(=O)c1cnc(SCC(=O)Nc2ccccc2N2CCOCC2)nc1N,·,-0.5,5,5,·,1,1.0,0.7,15
Cc1cn2c(N)c(C=C3C=C(Cl)C(=O)C(Cl)=C3)c(=O)nc2s1,26,2.9,4,-8,1,-9,1.3,1.7,-2
C/C(=N\OC(=O)NC1CCCCC1)c1sc(-c2ccccc2)nc1C,39,-1.3,5,-8,-25,-36,0.0,-0.3,-10

# Structural class: the compounds so far with an aryl thioether with sulfur outside any ring
SMILES,CHOP inhibitor,TRPN1 ag,NPY-Y1 antag,NPY1 pot ag,EP2 mod,NPY-Y2 PAM-ag,S1P4 agonist,TRPML3 agonist,S1P4 antagonist
Cc1ccc2nc(SCC(=O)c3c[nH]c4ccccc34)[nH]c2c1,-3,-0.6,6,0,-40,-4,0.7,0.7,-12
Cc1nnc(SCCC#N)n(CCC#N)c1=O,-21,0.9,-4,-10,-6,8,0.4,-0.3,0
COc1ccccc1-c1nnc(SCC(=O)Nc2ccc(S(N)(=O)=O)cc2)n1C,7,0.8,3,-7,21,-5,-0.7,1.2,7
COCCNC(=O)CSc1nc2cc(OC)c(OC)cc2c(=O)n1CCC1=CCCCC1,36,0.0,0,2,3,-8,0.9,0.4,-3
CCNC(=O)CSc1nc2ccccc2c(=O)n1-c1cccc(OC)c1,3,-0.6,3,3,26,9,0.2,0.6,-5
CCCN1CCN(C(=O)c2ccc(Sc3ccc(C)cc3)c(NC(C)=O)c2)CC1,8,1.9,0,-19,-27,-22,0.2,0.7,-6
CCCc1cc(=O)[nH]c(SCc2ccc(Cl)cc2)n1,-18,-0.7,5,-26,48,-5,1.6,-0.3,-5
CCOC(=O)c1cnc(SCC(=O)Nc2ccccc2N2CCOCC2)nc1N,·,-0.5,5,5,·,1,1.0,0.7,15

# Gathered by group, the entries above with fluorine.
SMILES,CHOP inhibitor,TRPN1 ag,NPY-Y1 antag,NPY1 pot ag,EP2 mod,NPY-Y2 PAM-ag,S1P4 agonist,TRPML3 agonist,S1P4 antagonist
Cc1nn(C)c(Oc2cccc(Cl)c2)c1C(=O)Nc1ccc(F)cc1,6,-2.0,8,-14,-19,-9,-4.1,-1.0,3
O=C(c1cccc(C(F)(F)F)c1)N1CCc2c([nH]c3ccccc23)C1C(F)(F)F (stereo not given),8,-1.4,·,13,-47,6,1.0,0.5,10
